# JMJD2A Tudor inh = JMJD2A Tudor domain (human) inhibition | Potency, µM (titrated, usually from 114 µM), for the others: at the top dose activity change, negative = inhibition, actives largely listed as inhibitors | AlphaScreen JMJD2A-Tudor / H3K4me3 peptide binding | O75164 | AID 504339 | 4.4% of 390,000 active; also: % is scaled to controls: 0 for no effect and ±100 for the full control effect; nearly all actives have a fitted effect of over 50% in size
# G9a inh = blocks human histone lysine methyltransferase G9a. G9a H3K9 monomethylation, AlphaScreen, 2 h. Potency, µM (top dose mostly 102 µM), for inactives: at the highest dose activity, negative = inhibition, actives largely listed as inhibitors. 8.8% of 350,000 active. AID 504332; also: % is scaled to controls: 0 for no effect and ±100 for the full control effect; nearly all actives have a fitted effect of over 75% in size
#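 Enzyme 20 nM + cpd, 15 min RT; add b-H3K9 pep 500 nM / SAM 20 uM; 2 h RT; anti-H3K9me1 Ab 0.5 ug/mL + SA donor / anti-rabbit acceptor beads 20 ug/mL each, 10 min; AlphaScreen read.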
# APEX1 inh = inhibitors of human APE1 endonuclease | 0.35% of 350,000 active | recombinant APE1, TAMRA/BHQ-2 abasic DNA cleavage fluorescence | Potency, µM (series often up to 65.8 µM), without a hit: at the highest dose activity change, negative = inhibition, usual class: inhibitors;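 also: plate controls were vehicle for no effect and reference inhibitor for full effect; nearly all actives have a fitted effect of over 55% in size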
#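 Measures dequenching upon AP-site incision of a 5'-TAMRA/3'-BHQ-2 THF-containing duplex, 50 nM; human APE1 0.75 nM after 15 min room-temperature exposure to compound; kinetic three-point read at one-minute spacing.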
# Pol beta inh = inhibitors of human DNA polymerase beta | Potency, µM (doses to about 114 µM), for inactives: at the top dose activity change, negative = inhibition, usual class: inhibitors | P06746 | 1.3% of 340,000 active | Pol beta primer extension/strand displacement, fluorescence kinetic; also: % is scaled to controls: 0 for no effect and ±100 for the full control effect
#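 10 nM enzyme + cpd, 15 min RT; start with substrate 50 nM final; read 0 min and after 10 min RT. Corrected, normalized data; 4-parameter Hill curve fit.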
# Pol eta inh = DNA polymerase eta (human) inhibition. Potency, µM (top dose mostly 114 µM), without a hit: at the highest dose activity change, negative = inhibition, most hits filed as inhibitors. AID 588591. Q9Y253. recombinant Pol eta, fluorescent DNA replication assay. 1.2% of 390,000 active; also: % is scaled to controls: 0 for no effect and ±100 for the full control effect
#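 Pol eta at 10 nM preincubated with compounds 15 min at room temperature; reaction started with fluorescent substrate (50 nM final) and read kinetically at 0 and 10 min.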
# POLI inh = DNA polymerase iota (human) inhibition; Pol iota fluorescent replication assay, 10 min; 1% of 390,000 active; Potency, µM (series often up to 115 µM), for inactives: at the highest dose activity, negative = inhibition, usual class: inhibitors; AID 588590
#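 Pol iota at 10 nM preincubated 15 min with compounds at room temperature; reaction started with fluorescent substrate, 50 nM final. Fluorescence read kinetically at 0 and 10 min; buffer-only wells as negative control.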
# POLK inh = inhibitors of human DNA polymerase kappa; purified Pol kappa, fluorescent DNA synthesis assay, 10 min; Q9UBT6; Potency, µM (doses to about 107 µM), without a hit: at the top dose activity, negative = inhibition, hits mostly inhibitors; 0.53% of 400,000 active; also: % is scaled to controls: 0 for no effect and ±100 for the full control effect
# Target sequence (Q9UBT6 whole entry, looked up): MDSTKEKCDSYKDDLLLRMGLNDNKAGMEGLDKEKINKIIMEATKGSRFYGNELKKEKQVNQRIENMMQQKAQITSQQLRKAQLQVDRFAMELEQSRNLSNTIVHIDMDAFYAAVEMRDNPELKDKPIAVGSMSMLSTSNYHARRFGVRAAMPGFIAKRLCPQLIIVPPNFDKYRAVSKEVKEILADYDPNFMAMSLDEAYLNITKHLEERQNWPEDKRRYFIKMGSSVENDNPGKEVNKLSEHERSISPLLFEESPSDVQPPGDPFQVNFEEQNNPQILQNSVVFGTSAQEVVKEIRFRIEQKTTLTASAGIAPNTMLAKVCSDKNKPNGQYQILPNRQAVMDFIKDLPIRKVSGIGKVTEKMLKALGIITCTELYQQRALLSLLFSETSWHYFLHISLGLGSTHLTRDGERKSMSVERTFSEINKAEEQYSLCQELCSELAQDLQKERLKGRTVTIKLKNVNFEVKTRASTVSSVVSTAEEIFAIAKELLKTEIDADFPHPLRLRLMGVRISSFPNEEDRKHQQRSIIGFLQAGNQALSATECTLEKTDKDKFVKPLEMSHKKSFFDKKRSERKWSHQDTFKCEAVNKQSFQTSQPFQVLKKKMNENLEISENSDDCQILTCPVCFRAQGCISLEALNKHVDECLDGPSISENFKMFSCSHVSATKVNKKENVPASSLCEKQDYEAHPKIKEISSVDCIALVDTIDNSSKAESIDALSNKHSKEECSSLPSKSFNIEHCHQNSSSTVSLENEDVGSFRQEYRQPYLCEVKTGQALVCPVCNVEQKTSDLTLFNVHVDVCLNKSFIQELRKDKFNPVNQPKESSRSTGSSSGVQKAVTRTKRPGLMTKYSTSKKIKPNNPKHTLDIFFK
#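 50 nM final substrate added after 15 min RT preincubation of 10 nM Pol kappa with compound; fluorescence read at 0 and 10 min.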
# BAZ2B block = inhibitors of human BAZ2B bromodomain; AID 504333; Potency, µM (titrated, usually from 114 µM), for inactives: at the highest dose activity change, negative = inhibition, most hits filed as inhibitors; AlphaScreen BAZ2B-H3K14Ac peptide displacement; Q9UIF8; 4.4% of 360,000 active; also: % is scaled to controls: 0 for no effect and ±100 for the full control effect; nearly all actives have a fitted effect of over 60% in size
#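 In this displacement format the biotinylated H3(5-23) peptide acetylated at Lys14 serves as ligand at 50 nM, with BAZ2B at 50 nM in PBS pH 7.4 containing 0.01% Tween-20. Donor and acceptor beads are 10 ug/mL final.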
# BLM inh = blocks DNA unwinding by human BLM helicase; Potency, µM (top dose mostly 56.1 µM), inactives show at the highest dose activity change, negative = inhibition, most hits filed as inhibitors; P54132; recombinant BLM DNA unwinding, fluorescence dequenching; 0.2% of 350,000 active;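 also: plate controls were vehicle for no effect and no enzyme for full effect; nearly all actives have a fitted effect of over 35% in size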
# The depositor's hits bear a star; ? = inconclusive; / = no result given; & = joins results of further samples; [ ] = dose if it differs, or a comment. Calls follow the shape of the dose curve; as a rule, active = well fitted curve in the direction sought with a large enough effect; inconclusive = small, poorly fitted or top-dose-only effect, or another doubt; inactive = no such curve, though single readings can be large; an effect the other way counts as inactive or inconclusive. Potency is read from the fitted curve at half-maximal effect. These rows are one share of the data; the hit share may differ from the screen's.
Molecule,JMJD2A Tudor inh,G9a inh,APEX1 inh,Pol beta inh,Pol eta inh,POLI inh,POLK inh,BAZ2B block,BLM inh
Cc1ccccc1-n1nc(C)c2c1NC(=O)CSC2c1ccccc1C(F)(F)F (stereo unspecified),-2%,-11%[59 µM],/,-9%,/,11%,-1%,-2%,-1%
CCOc1ccc(Cc2c(O)[nH]c(=O)[nH]c2=O)cc1,-12%,?,-3%,20%,-6%,?,-8%,6%,-1%
CC(C)(O)[C@H]1O[C@H]2CC[C@@]3(C)[C@@](O)(CC[C@H]4Cc5c([nH]c6ccccc56)[C@@]43C)C2=CC1=O,?,32µM*,0%,8%,-23%,-4%,-13%,?,-18%
Cc1cc(=O)oc2c(C)c(OCC(=O)N3CCN(Cc4ccc5c(c4)OCO5)CC3)ccc12,-23%,13%,22%,9%,-4%,15%,-6%,-18%[57.1 µM],-8%
CN1C(=O)C(=Cc2ccc(N3CCCCC3)o2)C(=O)N(C)C1=S,-33%,/,0%,11%,?,-6%,-10%,-29%,-5%
O=C(c1ccc2c(c1)OCO2)N1CCC2(CC1)OCCO2,-14%,6%[12.7 µM],-2%,-18%,-8%,?,9%,2%,0%
CCC(C)C1N=C(c2ccccc2)c2cc(Cl)ccc2N(CC(=O)NCc2ccco2)C1=O (stereo unspecified),-7%,4%,-3%,81%,-8%,15%,12%,7%,-5%
Cc1ccsc1C(=O)C1CCCN(Cc2ccn[nH]2)C1 (stereo unspecified),-11%,/,-2%,9%,-1%,-2%,7%,20%,4%
COc1ccc2c(c1)c(C(=O)CN1CCC3(CC1)OCCO3)c(C)n2Cc1ccccc1,-26%,?,1%,0%,7%,2%,-2%,-39%,-9%
CN=C1CN(O)C(c2ccccc2)=c2cc(Cl)ccc2=N1,-12%,/,-4%,/,-15%,25%,3%,/,/
O=c1[nH]c(=O)n(-c2ccc(F)cc2)c(O)c1/C=C1\C=Nc2ccccc21,-14%,-3%,9%,17%,89µM*,7.9µM*,?,-2%,-3%
O=c1cccc2n1CC1CC2CN(CC(O)CN2CC3CC(C2)c2cccc(=O)n2C3)C1 (stereo unspecified),-9%,?,-3%,-4%,-1%,1%,-6%,7%,0%
CCCCCC(=O)N[C@@H](c1ccccc1)[C@@H](O)C(=O)O[C@H]1C[C@@]2(O)[C@@H](OC(=O)c3ccccc3)C3[C@](C)(C(=O)[C@H](O)C(=C1C)C2(C)C)[C@@H](OC1OCC(O)C(O)C1O)C[C@H]1OC[C@@]31OC(C)=O (stereo partly specified),-11%,/,7%,-13%,-27%,21%,-1%,-5%,-2%
CC(C(=O)c1cn(C)c2ccccc12)c1ccccc1 (stereo unspecified),1%,0%[59 µM],-9%,6%,-14%,-27%,-5%,2%,-9%
COc1ccc(CCNCc2c(OC)ccc3ccccc23)cc1,22µM*,14µM*,30%,17%,-9%,-26%,13%,35µM*,6%
COCCNC(=O)c1ccc(N2CC3CC(C2)c2cccc(=O)n2C3)c([N+](=O)[O-])c1 (stereo unspecified),-7%,?,-2%,21%,-11%,162%[activator],6%,-17%,-6%
CC1CN2c3ccc([N+](=O)[O-])cc3CC3(C(=O)N(C)C(=O)N(C)C3=O)C2C(C)O1 (stereo unspecified),-22%,?,2%,-4%,-10%,6%,2%,-12%,-5%
CN1CCN(c2ccc([N+](=O)[O-])c(N)c2)CC1,-26%,-4%[59 µM],0%,-2%,-1%,36%[activator],-9%,4%,2%
Cc1noc(C)c1NC(=O)Nc1cccc2c1O[C@H](CN(C)C(=O)NC1CCCCC1)[C@@H](C)CN([C@H](C)CO)C2=O,-23%,/,-7%,/,-22%,27%,-1%,/,/
Fc1ccccc1N1CCN(Cc2ccc3c(c2)OCO3)CC1,3.5µM*,7.9µM*,24%,6%,-9%,27%,0%,35µM*,0%
Cn1c(=O)n(C)c2cc([N+](=O)[O-])c(N3CCNCC3)cc21,-4%,53%[activator][59 µM],-5%,-3%,-17%,94%[activator],1%,?,1%
CCN(CC)P(=O)(c1n(CC)cc[n+]1CC)N(CC)CC,0%,-51%,?,10%,8%,31%[activator],-1%,-10%,1%
CCOc1ccc(NC(=O)C2C(C(=O)O)C3(Cl)C(Cl)=C(Cl)C2(Cl)C3(Cl)Cl)cc1 (stereo unspecified),-26%,-2%,0%,-19%,-15%,49%[activator],-18%,-28%,-2%
C[C@H]1[C@H](OC(=O)CCC(=O)NCc2ccc(C(=O)O)cc2)O[C@@H]2O[C@@]3(C)CC[C@H]4[C@H](C)CC[C@@H]1C24OO3,-6%,?,32%,-24%,5%,-14%,-5%,-23%,0%

# Entries of single compounds as entered above. Screens in order: JMJD2A Tudor inh | G9a inh | APEX1 inh | Pol beta inh | Pol eta inh | POLI inh | POLK inh | BAZ2B block | BLM inh
# CC1CN2c3ccc([N+](=O)[O-])cc3CC3(C(=O)N(C)C(=O)N(C)C3=O)C2C(C)O1 (stereo unspecified) as listed: -22% | ? | 2% | -4% | -10% | 6% | 2% | -12% | -5%
# COc1ccc(CCNCc2c(OC)ccc3ccccc23)cc1 as listed: 22µM* | 14µM* | 30% | 17% | -9% | -26% | 13% | 35µM* | 6%
# C[C@H]1[C@H](OC(=O)CCC(=O)NCc2ccc(C(=O)O)cc2)O[C@@H]2O[C@@]3(C)CC[C@H]4[C@H](C)CC[C@@H]1C24OO3 as listed: -6% | ? | 32% | -24% | 5% | -14% | -5% | -23% | 0%
# Cn1c(=O)n(C)c2cc([N+](=O)[O-])c(N3CCNCC3)cc21 as listed: -4% | 53%[activator][59 µM] | -5% | -3% | -17% | 94%[activator] | 1% | ? | 1%

# Additional structures follow.
Molecule,JMJD2A Tudor inh,G9a inh,APEX1 inh,Pol beta inh,Pol eta inh,POLI inh,POLK inh,BAZ2B block,BLM inh
CCN(CC)P(=O)(Nc1ccc([N+](=O)[O-])cc1)c1c(C)nn(CCC#N)c1NC(=O)c1ccc(Cl)cc1 (stereo unspecified),-30%,?,78%[12.4 µM],-12%,-3%,53%[activator],-10%,-16%,-2%
C#CCN(C)[C@H](C)Cc1ccccc1,-6%,?,5%,-29%,-11%,79µM*,-7%,-6%,-8%&-1%
N#Cc1cc(F)c(N2CCNCC2)cc1Cl,-13%,13%[12.7 µM],0%,26%,-3%,-1%,0%,8%,1%
O=C(COC(=O)Cc1ccccc1)Nc1cc(S(=O)(=O)N2CCOCC2)ccc1N1CCCC1,-20%,-6%[59 µM],6%,2%,-4%,71%[activator],-8%,16%,0%
CCCCCCCCCCCCCCCC[n+]1ccccc1,-9%&-21%,-35%[2.33 µM],-1%&1%,/,-19%&-15%,20%&-22%&28%,9%,/,95%&-8%[activator]
CC(C)OS(C)(=O)=O,-30%,5%[0.501 µM],6%&15%,/,-17%,17%,-25%,1%,/
O=C(c1ccncc1)N1CCC2(CC1)CN(Cc1ccccc1)C2,/,0%[12.7 µM],?,/,/,/,9%[60.1 µM],/,-3%
N#CC1c2ccccc2-n2nncc2CN1C(=O)CCc1ccccc1 (stereo unspecified),-8%,/,/,/,-11%,30%,8%,/,/
N#CCCn1cc(C(=O)Nc2ccc([N+](=O)[O-])cc2)c(-c2ccccc2)n1,-9%,30%[12.7 µM],-2%,-19%,-14%,27%,9%,-22%,-6%
CC(CC(C#N)(c1ccccc1)c1ccccc1)N(C)C (stereo unspecified),-26%,/,12%,/,-12%,10%,-6%,/,/
CC1CCSP(=O)(Oc2ccccc2)O1 (stereo unspecified),-1%,/,0%,13%,-7%,21%,-1%,6%,-1%
O=C1NC(=O)N(c2ccccc2F)C(=O)/C1=C/c1ccc(Sc2nc3ccccc3[nH]2)o1,22µM*,6.3µM*,?,22µM*,20µM*,?,22µM*,32µM*,-21%
COc1ccc(-c2cc(=NCCC(=O)O)c3cc(C)ccc3o2)cc1,-31%,3%,6%,9%,3%,62%[activator],-2%,-31%,-3%
O=C(c1ccc2c(c1)N(Cc1ccc(F)cc1)C(=O)c1ccccc1S2)N1CCC2(CC1)OCCO2,?,3%[59 µM],/,-13%,-24%,?,-22%[60.1 µM],-19%,-3%
O=P(N1CCCCCC1)(N1CCCCCC1)N1CC1,4%,/,/,/,-2%,13%,-11%,/,/

# Limited to Pol beta inh, G9a inh and POLI inh (five entries from above):
molecule,Pol beta inh,G9a inh,POLI inh
N#CCCn1cc(C(=O)Nc2ccc([N+](=O)[O-])cc2)c(-c2ccccc2)n1,-19%,30%[12.7 µM],27%
CC(CC(C#N)(c1ccccc1)c1ccccc1)N(C)C (stereo unspecified),/,/,10%
CC1CCSP(=O)(Oc2ccccc2)O1 (stereo unspecified),13%,/,21%
O=C1NC(=O)N(c2ccccc2F)C(=O)/C1=C/c1ccc(Sc2nc3ccccc3[nH]2)o1,22µM*,6.3µM*,?
COc1ccc(-c2cc(=NCCC(=O)O)c3cc(C)ccc3o2)cc1,9%,3%,62%[activator]

# Screening data deposited in PubChem BioAssay by National Center for Advancing Translational Sciences (NCATS).
